# Screens (PubChem)
# TTR transcr act: activators of transthyretin transcription; AID 1117267; activation, % at 16.7 µM; 92,000 compounds, 1.3% hits; SH-SY5Y TTR promoter Gaussia luciferase, luminescence; 100% = recombinant luciferase protein wells;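 active = activation above the mean of all tested compounds plus 3 SD, cut at about 9.5% in these data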;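 also: cells exposed to compounds for one day before reading; 0% = median of all test compound wells on the plate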
# The depositor's hits bear a star; & = joins results of further samples.
item	SMILES	TTR transcr act
1	COc1cc(CC(=O)OCC(=O)NCc2ccco2)cc(OC)c1OC	-0.4
2	CCCC(=O)Nc1c2c(nn1-c1ccc(C)cc1)CS(=O)(=O)C2	3.2
3	COc1ccc(C2C3=C(CC(C)(C)CC3=O)Nc3c2c(=O)[nH]c2nc(C)nn32)cc1 (configuration not stated)	-2.0
4	O=C(NC1CC2CCCC(C1)N2C(=S)Nc1ccc(Cl)cc1)C1CC1 (configuration not stated)	-1.4
5	O=C(Nc1ccc2ccccc2c1)c1cc(F)c(F)cc1Cl	-1.6
6	COc1ccc(OC(C)C(=O)Nc2ccc(F)cc2F)cc1 (configuration not stated)	0.1
7	N#CCC1c2ccccc2CCN1C(=O)Nc1cccc(C(F)(F)F)c1 (configuration not stated)	-2.7
8	CN(C)c1ccnc2c[cH-]cc12.[Fe].c1ccc(-[c-]2[c-](-c3ccccc3)[c-](-c3ccccc3)[c-](-c3ccccc3)[c-]2-c2ccccc2)cc1 (configuration not stated)	-3.6&0.1
9	CCOC(=O)CN1NC2(CCCC(C)C2)NC1=S (configuration not stated)	-1.7
10	Cc1cccc(NC(=S)NCCSc2ccc(Cl)cc2)c1	1.8
11	CN(CC1CCOCC1)C(=O)CC1C(=O)NCCN1Cc1ccc(-c2ccccc2)cc1 (configuration not stated)	-1.3
12	N#C/C(=C\c1c(Cl)cccc1Cl)c1nc2ccccc2o1	-0.5
13	Cc1ccc(S(=O)(=O)c2nc(S(C)(=O)=O)sc2N2CCC(O)CC2)cc1	2.8
14	COc1ccccc1NC(=S)N1CCN(Cc2ccccc2)CC1	-0.9
15	CCCNC(=O)C(=O)Nc1cc2c3c(c1)CCC(=O)N3CCC2	0.5
16	CN(Cc1ccccc1)C(=O)c1ccc(NC(=O)Cc2cccc(NC(=O)C3CCCN(C(=O)C4CCC4)C3)c2)cc1 (configuration not stated)	0.3
17	COC(=O)c1cnn2c(C(F)(F)F)cc(-c3ccco3)nc12	10.2*
18	COc1ccc([C@@H]2C[C@@H](c3ccccc3)Oc3cc(OC)cc(OC)c32)cc1	-0.7
19	Cc1cc(C)nc(N2CCCC(C(=O)NCc3ccc4c(c3)OCO4)C2)n1 (configuration not stated)	-4.1
20	O=C(CN1C(=O)COc2ccccc21)NCCC1=CCCCC1	1.1
21	CC(=O)N/C(=C\c1ccc(C)o1)C(=O)NCc1ccccc1	0.3
22	COC(=O)C1=CO[C@@H](O[C@@H]2O[C@H](CO)[C@@H](O)[C@H](O)[C@H]2O)[C@H]2[C@@H]1C(=O)C[C@@H]2C	0.1
23	O=S(=O)(c1ccccc1)N1CCN(CC2CC3C=CC2C3)CC1 (configuration not stated)	3.1
24	Cc1cc(=O)oc2cc(OCCCN3C(=O)c4ccccc4C3=O)ccc12	-1.5
25	COc1cccc(Cn2nnc(C(=O)NCc3ccc4c(c3)OCO4)c2N)c1	-2.7

# Further compounds
item	SMILES	TTR transcr act
26	CC(=O)NCCC(Cc1ccccc1)c1ccco1 (configuration not stated)	0.8
27	O=C(CCc1cnccn1)NC1CCCc2c1cnn2-c1ccc(F)cc1F (configuration not stated)	-0.8
28	COc1ccc(CCNC(=O)C(Sc2ccccn2)c2ccccc2)cc1OC (configuration not stated)	1.0
29	Cc1ccccc1Nc1nc(NCc2ccco2)c2ccccc2n1	-3.2
30	Cc1cccc(OCc2nc(C#N)c(N3CCCC3)o2)c1	1.9
31	N#C/C(=C\c1cccc([N+](=O)[O-])c1)C(=O)Nc1cccnc1	-0.1
32	COc1ccc(/C=N/NC(=O)c2ccc(Br)o2)cc1Cn1cc([N+](=O)[O-])cn1	-0.9
33	COc1ccc2c(C(=O)c3ccc(Cl)cc3)n(CCCC(N)=O)[n+]([O-])c2c1	0.1
34	CC(=O)CCc1oc2ccc(C)cc2c1-c1ccccc1	3.9
35	CCOCCCNC(=O)c1ccc(Br)cc1	2.6
36	COC(=O)[C@H]1C[C@]2(C(C=C(C)C)S(=O)(=O)c3ccccc3)c3ccccc3N[C@H]2N1 (some centres not stated)	-0.2
37	O=C(COC(=O)C(Cc1ccccc1)NC(=O)c1ccccc1)c1ccccc1 (configuration not stated)	0.0
38	COc1cc(C(=O)NCc2ccc(-c3nc4ccccc4o3)cc2)cc(OC)c1OC	-0.5
39	Cc1nc(CN(C)C(=O)c2cc(COc3ccc4ncccc4c3)on2)cs1	-4.9
40	COc1cccc(CNC(=O)CCCn2nc(C)c3c(C)n(-c4ccc(C)cc4)nc3c2=O)c1OC	0.5
41	CCOC(=O)C1CCCN(C(=O)c2ccc(C)cc2O)C1 (configuration not stated)	0.3
42	CC(C)OCCCNC(=O)c1cccs1	4.7
43	COc1cc(C(=O)Nc2ccc(S(=O)(=O)N3CCc4ccccc43)cc2)cc(OC)c1OC	-4.1
44	Cc1cc(C)cc(Nc2ncnc3nc[nH]c23)c1	1.7
45	CCOc1ccc(C(=O)Nc2cc(C)on2)cc1OCC	-1.4
46	O=C(NCCN1CCN(c2ccccc2Cl)CC1)Nc1ccccc1	-0.8
47	COc1ccc(Br)c(C(=O)Nc2nc3ccccc3[nH]2)c1	1.0
48	CN(C)N1C(=O)C2C3C=CC(O3)C2C1=O (configuration not stated)	1.4
49	COC(=O)CCC(=O)OC1(C)C(=O)C=C2C=C(C3CC3)N(C3CCCC3)C=C2C1=O (configuration not stated)	1.7
50	CCOC(=O)c1ccc(NC(=O)CSc2nc(=O)n3cccc(C)c3n2)cc1	-2.0

# Exported with each value named: 4 of the compounds above
32: COc1ccc(/C=N/NC(=O)c2ccc(Br)o2)cc1Cn1cc([N+](=O)[O-])cn1
  TTR transcr act: -0.9

46: O=C(NCCN1CCN(c2ccccc2Cl)CC1)Nc1ccccc1
  TTR transcr act: -0.8

37: O=C(COC(=O)C(Cc1ccccc1)NC(=O)c1ccccc1)c1ccccc1 (configuration not stated)
  TTR transcr act: 0.0

43: COc1cc(C(=O)Nc2ccc(S(=O)(=O)N3CCc4ccccc43)cc2)cc(OC)c1OC
  TTR transcr act: -4.1

# Continuation:
item	SMILES	TTR transcr act
51	COC(=O)[C@H](CCSC)NC(=O)NCc1ccccn1	18.6*
52	CCOC(=O)N1CCC(n2c(SCC(=O)OCc3ccccc3)nc3ccsc3c2=O)CC1	-1.7
53	O=C1CCCN2N=C(SCC(=O)Nc3nccs3)SC2=N1	-0.6
54	COc1cc(S(=O)(=O)NCCCN2CCOCC2)ccc1-n1cnnn1	-0.3
55	O=[N+]([O-])c1cc(F)cc(F)c1Nc1cc(F)cc(F)c1	-0.1
56	CCN(CCN(C)C)C(=O)c1ccc2c(c1NCCO)C(=O)c1ccccc1C2=O	0.1
57	CC1CCN(c2nc(-c3ccco3)c3c(c2C#N)CC(C)(C)OC3)CC1	-1.6
58	N#Cc1cccc(NC(=O)CCn2ccnc2)c1	2.4
59	COc1ccccc1NC(=S)N(CCCN1CCOCC1)Cc1ccccn1	2.2
60	CCNC(=S)NS(=O)(=O)c1ccc(C)cc1	-0.5
61	Cc1cccc(C)c1NC(=S)NC(=O)CCc1ccccc1	-3.0
62	CC(C)(C)n1ncc2c(=O)n(CC(=O)c3ccccc3)cnc21	-1.1
63	NC(=O)C1CC(=O)N(CCc2ccc(F)cc2)C1 (configuration not stated)	0.6
64	O=C(/C=C/c1ccccc1[N+](=O)[O-])Nc1cccnc1	2.3
65	Cc1ccc(NC(=O)NC2CCCN2S(=O)(=O)c2ccc(Cl)cc2)cc1 (configuration not stated)	2.8
66	Cc1ccc(N2C(=O)CSC2c2cccnc2)c(Cl)c1 (configuration not stated)	-2.5
67	COc1ccc(CCN2C(=O)c3[nH]nc(-c4ccccc4O)c3C2c2cccc(Cl)c2)cc1 (configuration not stated)	-6.0
68	COc1ccc(CCNC(=O)c2nnn(CC(=O)Nc3c(C)cc(C)cc3C)c2N)cc1OC	-1.8
69	Cn1nc(C(C)(C)C)cc1NC(=O)Nc1ccc(Cl)cc1	-1.7
70	CC(C)(C)c1nc2scc(-c3ccc(Br)cc3)c2c(=O)o1	-1.4
71	O=C(/C=C/c1ccc(Cl)cc1Cl)NCc1ccco1	1.4
72	O=C(COC(=O)c1cc([N+](=O)[O-])ccc1NCc1ccccc1)NC1CCCCC1	3.8
73	CCN(CC)C1CCN(Cc2c(C(=O)N3CCCCCCC3)nc3ccc(Cl)cn23)C1 (configuration not stated)	2.0
74	C[C@@H]1CN([C@H](C)CO)C(=O)CCCn2nncc2CO[C@@H]1CN(C)S(=O)(=O)c1ccc(C#N)cc1	0.7
75	Cc1ccc(C(=O)CSc2cnc3ccccc3n2)cc1C	0.2

# Later entries
item	SMILES	TTR transcr act
76	Cc1c(N=c2scc(-c3ccccc3)n2CCO)c(=O)n(-c2ccccc2)n1C	-1.5
77	CC(C)(C)OC(=O)N/N=C/c1c[nH]c2ccccc12	0.1
78	O=C1/C(=C/c2ccccc2[N+](=O)[O-])COc2ccccc21	-5.9
79	CC1CC(c2ccccc2)NS(=O)(=O)O1 (configuration not stated)	-1.6
80	O=C(NCc1ccncc1)Nc1ccccc1	-3.3
81	Cc1ccccc1OCC(O)Cn1c(Br)nc2c1c(=O)n(C)c(=O)n2C (configuration not stated)	-1.3
82	Clc1ccccc1N/N=C/c1ccc2c(c1)OCO2	0.8
83	CCC(C)(C)C1CCC2(CC1)NC(=O)N(CC(=O)NCCOc1ccccc1)C2=O (configuration not stated)	5.6
84	O=C(c1ccc(F)cc1)N1CCN(C2CCC(c3ccccc3)CC2)CC1 (configuration not stated)	-1.5
85	O=C(Nc1ccccc1)Nc1nnc(COc2ccccc2F)s1	2.6
86	COc1ccccc1NC(=S)NC(C)C(c1cccs1)N1CCOCC1 (configuration not stated)	0.1
87	O=C1NC(=O)N(c2ccc(Cl)cc2)C(=O)/C1=C/c1ccc2c(c1)CCN2Cc1ccccc1Cl	-1.1
88	NC(=O)c1ccsc1NC(=O)CS(=O)(=O)c1ccc(Cl)cc1	4.0
89	CCC(CC)c1nnc(NC(=O)C23CC4CC(CC(NC(C)=O)(C4)C2)C3)s1	-0.9
90	CN1CCN(C(=S)NC(=O)c2ccc(S(=O)(=O)N3CCOCC3)cc2)CC1	-1.0
91	CCc1ccc(NC(=O)C2CCCN2C(=O)NC2CCCCC2)cc1 (configuration not stated)	1.8
92	S=c1[nH]nc(C2CCCCC2)n1/N=C/c1cccc(Br)c1	-1.8
93	C[C@@H]1CN([C@H](C)CO)C(=O)CCCn2nncc2CO[C@H]1CN(C)S(=O)(=O)c1ccc2c(c1)OCCCO2	-1.2
94	Cc1cccc(/C=C(\C(=O)O)c2ccc(S(=O)(=O)N3CCCC3)s2)c1	3.3
95	O=C(CNC(=O)c1ccccc1Cl)c1ccccc1	1.6
96	NC(=N\N=CCc1ccccc1)/C(N)=N/N=CCc1ccccc1	-1.0
97	CC(C)(C)OC(=O)N/N=C\C=C\c1ccc2c(c1)OCO2	-0.2
98	CCC(C)(C)NC(=O)CN(Cc1ccc2c(c1)OCO2)C(=O)CCC(=O)Nc1cc(C)ccn1	1.7
99	CC1CCc2c(sc(NC(=O)c3noc4c3CCCC4)c2C(N)=O)C1 (configuration not stated)	0.1
100	COc1ccccc1CCc1nnc(CCC(=O)NCCOc2cccnc2)o1	-0.2

# Later entries:
item	SMILES	TTR transcr act
101	COc1ccc(S(=O)(=O)NC(C)C(=O)Nc2ccc3c(c2)OCCO3)cc1OC (configuration not stated)	2.5
102	COC(=O)CC1C(=O)NCCN1C(=O)OC(C)(C)C (configuration not stated)	-1.5
103	O=C(C1CC1)N1CCN=C1SCc1ccccc1	-1.7
104	N#C/C(=C/c1ccccc1)C(=O)NCc1ccccc1	-0.6
105	Cn1c(=O)n(C)c2cc(/C=N/NC(=O)c3cccc(Br)c3)ccc21	-0.4
106	CC(C)(C)c1ccc(C2(C)NC(=O)N(CC(=O)NC3CCS(=O)(=O)C3)C2=O)cc1 (configuration not stated)	3.0
107	NC(=O)C(C(=O)/C=C/c1ccc(Cl)cc1)=C1SCCS1	-2.7
108	O=C(c1ccc(Br)cc1)N1CCC2(CC1)NCCc1[nH]cnc12	1.1
109	COc1ccc(CN2C(=O)CSCCC2(C)c2nnnn2-c2c(C)cccc2C)cc1 (configuration not stated)	0.4
110	C/C(=N\NC(=O)c1ccc(NS(=O)(=O)c2cccs2)cc1)c1ccccc1	-0.4
111	CCOC(=O)C(=O)Nc1nnc(Cc2ccc(OC)c(OC)c2)s1	-1.6
112	Cc1c(NC(=O)COC(=O)c2ccc(S(=O)(=O)N3CCOCC3)cc2)c(=O)n(-c2ccccc2)n1C	-1.0
113	COc1ccc(NC(=O)CC(C)C)c(OC)c1	0.5
114	Cc1cc(/C(N)=N/OC(=O)c2ccc(Cl)cc2)no1	5.1
115	N#Cc1cc(-c2ccccc2)nnc1Sc1ccc(F)cc1	-0.3
116	CCOc1ccccc1-c1cc(NC)ncn1	1.6
117	C=C(C)c1cccc(C(C)(C)NC(=O)Nc2cc(C)ccn2)c1	-2.8
118	Cc1noc(/C=C/N(C)C)c1S(=O)(=O)N1CCCC(C(=O)NCc2ccccc2Cl)C1 (configuration not stated)	0.1
119	O=C(COc1ccc(Br)cc1F)NC1CC1	1.1
120	Oc1ccc(Cl)cc1CNCc1ccc(F)c(F)c1	2.2
121	O=C(COC(=O)CSc1ccccc1)Nc1ccc(F)cc1F	-1.4
122	CCCCCCCCCCCCCCCC[n+]1ccccc1	-3.7
123	Cc1ccc(CCNC(=O)CCn2ccc3cc(S(=O)(=O)N4CCCC4)ccc32)cc1	8.0
124	COc1cc(C(=O)NNC(=O)NC2CCCCC2)cc(OC)c1OC	0.5
125	Cc1sc2nc(CN3CCCCC3)nc(Cl)c2c1C	-0.7
126	CC1CCN(c2nc3c(c(=O)n(C)c(=O)n3C)n2CCSc2nc3ccccc3s2)CC1	-1.3
127	Cc1ccc(NC(=O)CN2C(=O)N/C(=C/c3ccco3)C2=O)cc1	5.4

# Four entries already listed, ordered by SMILES length, lowest first.
item	SMILES	TTR transcr act
111	CCOC(=O)C(=O)Nc1nnc(Cc2ccc(OC)c(OC)c2)s1	-1.6
110	C/C(=N\NC(=O)c1ccc(NS(=O)(=O)c2cccs2)cc1)c1ccccc1	-0.4
101	COc1ccc(S(=O)(=O)NC(C)C(=O)Nc2ccc3c(c2)OCCO3)cc1OC (configuration not stated)	2.5
112	Cc1c(NC(=O)COC(=O)c2ccc(S(=O)(=O)N3CCOCC3)cc2)c(=O)n(-c2ccccc2)n1C	-1.0

# Only part of the results is shown. The share of hits here may be higher or lower than overall.
